IMPase Li inh = IMPase inhibition in cells with lithium potentiation; CHO-M1 cells, IP1 TR-FRET (IP-One), carbachol + lithium; Potency, µM (titrated, usually from 59.4 µM), for inactives: top-dose activity, negative = IMPase inhibition, actives largely listed as inhibitors; actives 0.35% (n = 210,000); AID 1457;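 note: IP1 builds up when IMPase is blocked and the TR-FRET signal falls; plate controls were basal vehicle for no effect and high inhibitor control for full effect; nearly all actives have a fitted effect of over 50% in size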
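Test compounds were applied to CHO-M1 cells previously cultured for 16–30 h at 2000 per well. A small lithium amount accompanied them; after 30 min at 37C, IP1 was quantified by TR-FRET.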
JMJD2E inh = JMJD2E (human) inhibition; B2RXH2; JMJD2E catalytic domain, FDH-coupled NADH fluorescence (FDH is formaldehyde dehydrogenase); Potency, µM (doses to about 57.1 µM), without a hit: at the highest dose activity change, negative = inhibition, hits mostly inhibitors; actives 1.6% (n = 230,000); active = well fitted inhibition curve with a large enough effect, not every such curve was filed as active; inconclusive = small, poorly fitted or top-dose-only effect, or another doubt; inactive = no such curve, though single readings can be large or run the other way;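 note: 0% = wells with enzyme and -100% = buffer wells without enzyme; nearly all actives have a fitted effect of over 50% in size; many of its hits are not listed in these tables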
Epigenetic derep = epigenetic control regulation, reporter derepression. murine LDR cells, GFP reporter derepression, 30 h. Potency, µM (series often up to 53.9 µM), for inactives: top-dose GFP activation, usual class: activators. actives 0.2% (n = 280,000); note: % of control where 0% means no effect; nearly all actives have a fitted effect of over 60% in size
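GFP-positive cell count by laser-scanning cytometry (objects 20–120 um) after 30 h, 37 C compound exposure of murine LDR cells; reporter is CMV-GFP integrated at a silenced locus, inducible by HDAC or DNMT inhibitors.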
SMN2 splice up = SMN2 splice variant enhancement; HEK293 SMN2-luciferase splicing reporter, luminescence, 30-36 h; Potency, µM (top dose mostly 46.1 µM), for inactives: at the highest dose activity change, positive = activation, actives largely listed as activators; actives 2.8% (n = 210,000); AID 1458; note: % of control where 0% means no effect; nearly all actives have a fitted effect of over 55% in size
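HEK293 cells carry an SMN2 minigene-luciferase reporter in which exon 7 inclusion puts luciferase in frame. Cells were seeded at 2000 cells/well, attached for 10-12 hours, then exposed to compounds for 30-36 hours at 37C before ONE-Glo luminescence.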
RECQ1 inh = inhibitors of human RECQ1 DNA helicase. P46063. RECQ1 DNA unwinding, red fluorescence kinetic read. Potency, µM (top dose mostly 57.3 µM), for the others: at the highest dose activity, negative = inhibition, actives largely listed as inhibitors. actives 0.54% (n = 240,000). AID 2549;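 note: plate controls were vehicle for no effect and no enzyme for full effect; nearly all actives have a fitted effect of over 30% in size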
Target sequence (P46063 whole entry, looked up): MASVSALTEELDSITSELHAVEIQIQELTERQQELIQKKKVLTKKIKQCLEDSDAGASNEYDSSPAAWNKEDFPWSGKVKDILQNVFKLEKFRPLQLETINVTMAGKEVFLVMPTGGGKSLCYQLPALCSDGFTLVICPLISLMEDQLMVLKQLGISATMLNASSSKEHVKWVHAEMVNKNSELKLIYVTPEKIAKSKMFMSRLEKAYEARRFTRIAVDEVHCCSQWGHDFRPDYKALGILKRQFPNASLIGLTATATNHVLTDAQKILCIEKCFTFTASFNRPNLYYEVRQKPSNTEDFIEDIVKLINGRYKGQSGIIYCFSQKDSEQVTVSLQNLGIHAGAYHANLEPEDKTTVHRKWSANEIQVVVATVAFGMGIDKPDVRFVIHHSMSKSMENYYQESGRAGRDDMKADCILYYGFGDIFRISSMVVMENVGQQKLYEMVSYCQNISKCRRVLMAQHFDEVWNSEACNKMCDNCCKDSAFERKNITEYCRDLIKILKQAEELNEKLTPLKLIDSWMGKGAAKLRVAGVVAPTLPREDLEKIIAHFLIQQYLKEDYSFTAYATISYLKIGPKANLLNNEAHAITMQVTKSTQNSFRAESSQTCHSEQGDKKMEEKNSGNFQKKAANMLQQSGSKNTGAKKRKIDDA
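RECQ1T1 50 nM; forked duplex (20 bp + 30-nt ss tails) 200 nM, ATP 2 mM final; pH 8.0, 2 mM MgCl2, 2.5 ug/ml poly(dI-dC); 15 min compound preincubation; discontinuous kinetic read over 2 h at RT.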
NPSR antagonist = antagonists of human neuropeptide S receptor cAMP signaling; Q6W5P4; CHO-NPSR cells, cAMP TR-FRET, antagonist mode; Potency, µM (highest dose often 38.3 µM), for the others: at the highest dose activity change, negative = inhibition, hits mostly inhibitors; actives 1% (n = 220,000); AID 1461; note: % is set by controls: 0 for no effect and ±100 for the full control effect; nearly all actives have a fitted effect of over 50% in size; many of its hits are not listed in these tables
Target sequence (Q6W5P4 whole entry, looked up): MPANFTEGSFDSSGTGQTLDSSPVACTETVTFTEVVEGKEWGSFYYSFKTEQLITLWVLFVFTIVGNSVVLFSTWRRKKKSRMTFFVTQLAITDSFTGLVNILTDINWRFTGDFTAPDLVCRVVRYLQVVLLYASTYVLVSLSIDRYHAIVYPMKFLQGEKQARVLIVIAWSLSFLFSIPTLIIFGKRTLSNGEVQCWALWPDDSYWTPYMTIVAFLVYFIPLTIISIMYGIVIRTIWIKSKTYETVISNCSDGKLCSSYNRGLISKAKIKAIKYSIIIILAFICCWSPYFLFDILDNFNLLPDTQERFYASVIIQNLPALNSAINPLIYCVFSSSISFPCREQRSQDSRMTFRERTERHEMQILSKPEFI
KinaseGlo FLuc = blocks Kinase-Glo luciferase, a counter-screen artifact; Q27757; Kinase-Glo luciferase, ATP luminescence, 8 min; Potency, µM (series often up to 38.3 µM), inactives show at the highest dose activity change, negative = inhibition, actives largely listed as inhibitors; actives 0.28% (n = 200,000); note: % is set by controls: 0 for no effect and ±100 for the full control effect; nearly all actives have a fitted effect of over 60% in size
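Light output from Kinase-Glo luciferase with luciferin and 10 uM ATP in 50 mM imidazole pH 7.2, KCl, MgCl2, Tween 20, BSA; compound pin-delivered, 8-min ambient incubation, then luminescence read.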
RGS12 GoLoco inh = blocks human Gai1 binding to RGS12 GoLoco peptide, red readout; Potency, µM (titrated, usually from 61.6 µM), for inactives: top-dose activity, negative = inhibition, hits mostly inhibitors; P63096; Gai1:RGS12 GoLoco peptide FP, rhodamine, 10 min; actives 0.44% (n = 230,000); active = well fitted inhibition curve with a large enough effect, not every such curve was filed as active; inactive = no such curve, though single readings can be large or run the other way; note: % is set by controls: 0 for no effect and ±100 for the full control effect; nearly all actives have a fitted effect of over 30% in size; many of its hits are not listed in these tables
The depositor's hits bear a star; i = inactive; ? = inconclusive; / = not tested or not shown; & = joins results of further samples; [ ] = dose if it differs, or a comment. Unless noted, calls come from the whole dose curve; as a rule, active = well fitted curve in the direction sought with a large enough effect; inconclusive = small, poorly fitted or top-dose-only effect, or another doubt; inactive = no such curve, though single readings can be large; an effect the other way counts as inactive or inconclusive. Potency is the fitted concentration of half-maximal effect.

SMILES	IMPase Li inh	JMJD2E inh	Epigenetic derep	SMN2 splice up	RECQ1 inh	NPSR antagonist	KinaseGlo FLuc	RGS12 GoLoco inh
O=C(CSc1nccc(-c2cccs2)n1)Nc1ccc(F)c(Cl)c1	/	?	2.1%	/	-9%	44%	/	10%
Cc1ccc(C(=O)COC(=O)CCN2C(=O)C3C4CC(C(Br)C4Br)C3C2=O)cc1 (stereo not given)	4%	0%	-1.8%	-1%	5%	13%	2%	2%
Cc1ccc2c(c1)N=C(c1ccc(F)cc1)CO2	15%[38.3 µM]	-17%	0.0%	16%	i	11%[46.1 µM]	?	6%
CCCCCCCCC/C(=N\O)c1ccccn1	9%[38.3 µM]	?	-0.9%	-74%[inhibitor]	-6%	-16%[46.1 µM]	-4%	3%
O=C(NCCc1ccccc1F)C(=O)Nc1nccs1	10%[38.3 µM]	?	-1.2%	16%	-1%	-7%[46.1 µM]	-4%	-5%
COC(=O)C1=NN(c2ccccc2)C2(S1)S/C(=C\c1ccccc1)C(=O)N2c1ccccc1 (stereo not given)	-7%[38.3 µM]	0%	0.8%	-5%	i	-20%[46.1 µM]	-2%	-5%
COc1ccc(/C(O)=C2\C(=O)C(=O)N(Cc3ccco3)C2c2cc(OC)ccc2OC)cc1 (stereo not given)	1%[38.3 µM]	?	4.3%	-7%	-8%	7%[46.1 µM]	1%	7%
COc1ccc(N2C(=O)c3ccccc3C2=O)cc1	8%	7%	1.0%	11%	i	7%	-5%	-6%
O=C(Nc1cccc(Cl)c1Cl)c1ccncc1	7%[38.3 µM]	1%	0.0%	-17%	-7%	6%[46.1 µM]	-3%	3%
CC1Cc2cc(/C(O)=C3/C(=O)C(=O)N(CCN4CCOCC4)C3c3cccc(O)c3)ccc2O1 (stereo not given)	-2%[38.3 µM]	2%	0.0%	6%	3%	-4%[46.1 µM]	-2%	-2%
CC1=Nc2ccccc2/C1=C/c1sc(=O)n(CC(=O)N2CCCC2)c1O	9%[38.3 µM]	8%	1.1%	-14%	17%	-8%[46.1 µM]	-2%	5%
Cc1ccc(NC(=O)c2cc(-c3ccco3)on2)cc1C	-1%[38.3 µM]	?	4.6%	-9%	i	-16%[46.1 µM]	0%	12%
CCC(C)C(=O)N1CCc2cc(-c3csc(N)n3)ccc21 (stereo not given)	-3%[38.3 µM]	-4%	3.6%	11µM*	-8%	-8%[46.1 µM]	-6%	-12%
COc1ccc(NC(C)=O)cc1NC(=O)CN1CCN(S(=O)(=O)c2ccc(C(C)C)cc2)CC1	-8%[38.3 µM]	3%	-1.1%	3%	-8%	-5%[46.1 µM]	0%	5%
C=CCn1c(=O)/c(=C2/Sc3cc(OC)ccc3N2C)s/c1=C1\C(=O)N(CC)C(=S)N1C	27%	2%	2.4%	-35%[inhibitor]	i	12%	-15%	40%[activator]
O=C(/C=C/c1ccc2c(c1)OCO2)Nc1ccc(Cl)cn1	-7%	?	-0.2%	10µM*	-5%	-5%	-1%	-1%
Fc1ccc(Nc2c3c(nc4ccccc24)CCC3)cc1	0%	-4%	-2.7%&-1.0%	-42%&-45%[inhibitor]	i	-31%	-3%	6%
O=C(C1=C[C@@H](c2coc3ccccc3c2=O)C[C@@H](OCc2ccc(CO)cc2)O1)N1CCCCCCC1	-5%	2%	-2.0%	/	-4%	15%	/	0%
CCOc1ccc(-c2nnc(SCc3nnc(-c4ccccc4)o3)n2-c2ccccc2F)cc1	11%[38.3 µM]	8%	4.0%	-20%	-9%	?	-3%	5%
NC(=O)CC(NC(=O)Cc1cccc2ccccc12)c1ccc(NCC2CC2)c([N+](=O)[O-])c1 (stereo not given)	/	-10%	-0.1%	/	-6%	6%	/	5%
O=c1c(Cc2ccccc2)c(O)nc2n1CCCS2	18%[38.3 µM]	-3%	0.1%	-12%	-13%	-10%[46.1 µM]	0%	-13%
O=C(c1ccc(Cl)cc1)c1cn[nH]c1-c1ccccc1O	17%[38.3 µM]	-4%	-5.4%	-2%	-14%	-11%[46.1 µM]	0%	2%
O=C(CN1CCCCCC1)Nc1cc(C(F)(F)F)ccc1Cl	25%	0%	-1.2%	-8%	0%	-20%	0%	11%
CCCn1nc([N+](=O)[O-])c(C(C#N)c2nc3ccccc3s2)c(Cl)c1=O (stereo not given)	25%[38.3 µM]	-8%	0.1%	-15%	-21%	10µM*	-6%	4%
COc1cc(S(=O)(=O)n2cnc(C)c2)ccc1Br	11%	-1%	-10%	/	24%	5%	-1%	1%
CCOc1ccc(NC(=O)N(CC(C)C)CC(C)C)cc1	33%[activator][38.3 µM]	-9%	-1.4%	-14%	-1%	-16%[46.1 µM]	2%	1%
CN(C)S(=O)(=O)c1cccc(NC(=O)COC(=O)COc2ccccc2[N+](=O)[O-])c1	-8%	6%	-2.2%	5%	i	10%	3%	3%
O=C(Nc1cccc(C(F)(F)F)c1)C(=O)N1CCCCC1	-3%	-1%	1.1%	/	i	-3%	/	-17%
O=C(CN1C(=O)c2ccccc2C1=O)Nc1nnc(C2CCCO2)s1 (stereo not given)	3%[38.3 µM]	0%	1.8%	0%	-15%	-11%[46.1 µM]	-2%	3%
CCn1nc(C(=O)OCC(=O)NC(C)C)c2ccccc2c1=O	-4%	2%	1.1%	3%	i	17%	-3%	1%
O=C(c1ccc(F)cc1)C1CCN(C(=O)N2CCOCC2)CC1	-13%[38.3 µM]	-3%	2.7%	-6%	-5%	1%[7.67 µM]	-3%	8%
Cc1nnc(NC(=O)c2ccc3c(c2)C(=O)N(CC2CCCO2)C3=O)s1 (stereo not given)	1%[38.3 µM]	4%	7.0%	-3%	-10%	-14%[46.1 µM]	1%	0%

Complete entries from above:
Cc1ccc(NC(=O)c2cc(-c3ccco3)on2)cc1C as listed: IMPase Li inh = -1%[38.3 µM]; JMJD2E inh = ?; Epigenetic derep = 4.6%; SMN2 splice up = -9%; RECQ1 inh = i; NPSR antagonist = -16%[46.1 µM]; KinaseGlo FLuc = 0%; RGS12 GoLoco inh = 12%
CCOc1ccc(-c2nnc(SCc3nnc(-c4ccccc4)o3)n2-c2ccccc2F)cc1 as listed: IMPase Li inh = 11%[38.3 µM]; JMJD2E inh = 8%; Epigenetic derep = 4.0%; SMN2 splice up = -20%; RECQ1 inh = -9%; NPSR antagonist = ?; KinaseGlo FLuc = -3%; RGS12 GoLoco inh = 5%
CCCCCCCCC/C(=N\O)c1ccccn1 as listed: IMPase Li inh = 9%[38.3 µM]; JMJD2E inh = ?; Epigenetic derep = -0.9%; SMN2 splice up = -74%[inhibitor]; RECQ1 inh = -6%; NPSR antagonist = -16%[46.1 µM]; KinaseGlo FLuc = -4%; RGS12 GoLoco inh = 3%

Continuation.
SMILES	IMPase Li inh	JMJD2E inh	Epigenetic derep	SMN2 splice up	RECQ1 inh	NPSR antagonist	KinaseGlo FLuc	RGS12 GoLoco inh
O=C(NC(=S)Nc1ccc(N2CCCCC2)cc1)c1cccs1	4%	0%	0.0%	-1%	-2%	-14%[46.1 µM]	7%	11%
CCOC(=O)c1csc(COc2ccccc2Cl)n1	/	-1%	-4.2%	/	15%	6%	/	-2%
O=C(CC12CC3CC(CC(C3)C1)C2)NCO	-2%[38.3 µM]	1%	-1.7%	-5%	-7%	2%[46.1 µM]	-4%	5%
CCOC(=O)c1c(C2CC2)csc1NC(=O)COC(=O)c1cnc(Cl)c(Cl)c1	6%	-5%	0.0%	2%	-2%	-32%	-2%	8%
COc1ccc(-c2ccc(SCC(=O)NCc3ccco3)nn2)cc1	5%[38.3 µM]	-9%	1.9%	7%	-5%	14%[7.67 µM]	-5%	-6%
COC(=O)c1ccccc1S(=O)(=O)N(CCCO)Cc1cc2c(C)ccc(C)c2[nH]c1=O	16%[38.3 µM]	?	-4.8%	8%	-9%	-18%[46.1 µM]	-2%	-2%
CCc1cccc(NC2c3ccccc3C(=O)N2c2ccc(C)cn2)c1 (stereo not given)	24%[38.3 µM]	2%	-1.0%	-5%	-18%	-25%[46.1 µM]	-4%	10%
COc1cc(NC(C)CCCN)c2ncccc2c1Oc1ccccc1 (stereo not given)	4%	?	-0.9%	9%	-5%	9%	-3%	41%[activator]
Cc1cc(Nc2cccc(Cl)c2C)n2ncnc2n1	1%	12%	3.2%	-2%	-5%	16%	1%	-4%
Cc1cccc(C)c1NC(=O)CS(=O)CC(=O)NC1CCN(Cc2ccccc2)CC1 (stereo not given)	4%[38.3 µM]	7%	-1.5%	-18%	-2%	-1%[46.1 µM]	-4%	0%
Cc1ccc(-c2nc(NC(=O)CSc3nnc(C)s3)ns2)cc1	14µM*	-1%	0.8%	6%	10%	-5%[46.1 µM]	2%	45%[activator]
O=C(c1ccc(S(=O)(=O)N2CCCC2)cc1)N(Cc1ccco1)C1CCS(=O)(=O)C1 (stereo not given)	/	3%	-0.6%	/	20%	10%	/	-7%
COc1ccc(NC(=O)CSc2nnc(-c3ccncc3)n2C)cc1	-4%	3%	3.7%	-43%[inhibitor]	-4%	33%	1%	12%
COc1ccc(C(=O)N/N=C/C(Br)=C/c2ccccc2)cc1	17%	-1%	0.0%	11%	-7%	-28%	-2%	9%
CCSc1ccccc1C(=O)Nc1cc(C)on1	11%[38.3 µM]	-2%	-4.8%	6%	-4%	-2%[46.1 µM]	-4%	-2%
N#CCC(=O)Nc1ccc(C(=O)Nc2cccc(S(N)(=O)=O)c2)cc1	/	?	1.1%	/	2%	-9%	/	11%

A portion of the library, so the mix of outcomes need not match the whole.
